Assay outcomes as filed in PubChem BioAssay.
Pf Dd2 growth = inhibitors of Plasmodium falciparum Dd2 growth; actives 4.3% (n = 120,000); Potency, µM (series often up to 28.9 µM), without a hit: top-dose activity, negative = inhibition, actives largely listed as inhibitors; P. falciparum Dd2 growth, SYBR Green, 72 h; AID 1347417; active = well fitted inhibition curve with a large enough effect; inconclusive = small, poorly fitted or top-dose-only effect; inactive = no such curve, though single readings can be large or run the other way;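 also: plate controls were DMSO vehicle for no effect and reference drug for full effect; nearly all actives have a fitted effect of over 65% in size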
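Infected erythrocytes (Dd2, 0.3% parasitemia, 2.5% hematocrit final) are added to compound in RPMI-1640/Albumax II medium, grown 72 h at 37C in low oxygen, then lysed with saponin/Triton-X containing SYBR Green and read by fluorescence.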
An asterisk follows results filed as active; i = inactive; ? = inconclusive; & = joins results of further samples; [ ] = dose if it differs, or a comment. Potency is read from the fitted curve at half-maximal effect. Some of the compounds tested (hit frequency here may not be typical).

smiles	Pf Dd2 growth
Cc1ccc2oc(=O)n(CCC(=O)N[C@@H]3COCC[C@@H]3OCC3CC3)c2c1	0%
O=C(c1ccccc1)N1CCC2(CC1)C(=NC1CCCCC1)NC(=O)N2c1cccnc1	1%&2%
Cc1ccc(C)c(NC(=O)N2CCN(C)c3ncccc32)c1	9%
CCOCC(=O)N1CCC(Cc2ccc(C(=O)N(C)C)cc2)CC1	-15%
COc1ccc([C@H]2CN(C(=O)c3ccccc3-c3nn[nH]n3)C[C@@H]2N)cc1	-19%
O=C1CCCN1CCCN1C(=O)[C@@H]2C[C@@H](O)CN2C2(CN(Cc3cccs3)C2)C1=O	-13%[44.1 µM]
CC(=O)N1CCC(N2C[C@@H]3OCC(=O)N(CC4CC4)[C@@H]3C2)CC1	-12%[44.1 µM]
CC[C@H]1CN(S(=O)(=O)c2ccc(OC)cc2)CC[C@H]1CC(=O)NCCSC	?
CN1Cc2ccccc2NC(=O)C12CCNC2 (configuration not stated)	10%[44.1 µM]
Cc1noc(-c2nc(-c3ccc(Cl)c(F)c3)no2)n1	i
Cc1csc2nc(COC(=O)c3ccc(NC(=O)c4ccccc4Br)cc3)cc(=O)n12	26%
COc1ccc(-c2cc(N3CCC(NC(=O)c4ccc(Cl)cc4OC)CC3)n[nH]2)cc1	i
COc1ccc(C(=O)N2CCC[C@H]2c2nc(-c3ccc(C)cc3)no2)cc1F	i
O=C(Cc1ccc(Cl)cc1)NC1CCN(c2cc(C(F)(F)F)ncn2)CC1	-72%
Cc1cc(C)c(/C=C/c2onc(C)c2S(=O)(=O)N2CCC(C(=O)N3CCN(c4ccc(Cl)cc4)CC3)CC2)c(C)c1	i
CS(=O)(=O)N1CCC(OC2CCN(C(=O)NC3CCCCC3)CC2)CC1	13%
COc1ccccc1Nc1ncc2c(n1)CN(C(=O)c1ccnn1C)CCN2	3%[44.1 µM]
CN(C)c1ccc(CN2CCC3(C2)C(=O)N(C)c2ccccc23)cc1 (configuration not stated)	i
CCN(CC)CCCNC(=O)c1ccc(Cn2c(=O)[nH]c3cc(OC)c(OC)cc3c2=O)cc1	-16%
Cc1ccc(-n2nc(CO)c(C(=O)NCc3cccs3)n2)cc1	0%
CN1CCC(Oc2ncccc2NC(=O)c2ccncc2)C1 (configuration not stated)	-23%
COC(=O)c1ccc(C2CC(=O)Nc3c2c(C)nn3-c2nc(C)cc(C)n2)cc1 (configuration not stated)	-10%
CNC(=O)Nc1ccc(C2(C(=O)NCc3ccc(F)cc3Cl)CCC2)cc1	-19%
CC(C)c1ccc(C(=O)N2CCC3(CC2)OC(=O)N(Cc2ccc(O)cc2)C3(C)c2ccccc2)cc1 (configuration not stated)	?
O=C(Nc1cccc(NC(=O)c2ccc(Br)o2)c1)c1ccccc1	i
Cc1cccc(C(=O)N2CCC3(CC2)N=C(c2cccc(Br)c2)NO3)c1	23%
O=C(O)CCSc1nnc(-c2ccc(Cl)cc2Cl)o1	37%[activator]
Cc1cc(C)n2nc(NCc3ccccc3Cl)nc2n1	32%[activator]
Cn1ccc(C(=O)N2CC3ON=C(C(=O)NCCc4ccc(Cl)cc4)C3C2)n1 (configuration not stated)	6%
CCOC(=O)c1cccc(NS(=O)(=O)c2cn(C)c(C)n2)c1	27%
COC[C@@H]1CN(S(=O)(=O)c2ccc(C)cc2)C[C@H]1c1ccncc1	-17%
COc1ccc(NC(=O)Cn2c(-c3ccc(F)cc3)nc(C)c(CCO)c2=O)cc1OC	-4%
CCC(CC)C(=O)NC[C@H]1O[C@@H](CC(=O)N2CCN(c3ccc(F)cc3)CC2)[C@H](O)[C@@H]1O	-14%
Cc1nn(C)c(C)c1CN1C[C@@H](COCC2CC2)[C@H](c2ccccn2)C1	?
OC[C@@H]1CN(Cc2cccc3[nH]ccc23)C[C@H]1c1ccncc1	?
O=C(NCc1ccc(C(F)(F)F)cc1)C1CN(c2ccc(Cl)cc2)C(=O)N1 (configuration not stated)	-7%
Cc1ccc(NC(=O)Cn2c(=O)n(Cc3ccccc3)c(=O)c3c(C)c(C)sc32)c(C)c1	?
COc1cccc(NC(=O)CSc2nc3ccc(NC(=O)c4ccco4)cc3s2)c1	?
N#Cc1ccc(-c2nc(C3CC(=O)N(c4ccc(Cl)cc4)C3)no2)cc1 (configuration not stated)	i
CS(=O)(=O)N1CCC(OC2CCN(C(=O)Cc3c[nH]c4ccccc34)CC2)CC1	-23%
O=C(COc1ccccc1)NC1CCN(c2cc(C(F)(F)F)ncn2)CC1	87%[activator]
NC1CCC(n2cc(C(=O)NCc3noc(-c4ccccc4)n3)nn2)CC1 (configuration not stated)	-7%
Cc1noc([C@@H]2CN(Cc3ccccc3OC(F)(F)F)C[C@H]2CO)n1	?
Cc1nc2c(OCC(=O)OC(C)(C)C)cccn2c(=O)c1-c1cc(C)n(-c2cccc(F)c2)n1	i
C[S+](=O)([O-])Nc1ccc(C(O)[C@H]2COCC(=O)N2Cc2ccc(F)cc2)cc1 (some centres not stated)	0%[44.1 µM]
Cc1nc(N)c(S(=O)(=O)c2ccccc2)c(Nc2ccc(Br)cc2)n1	18%
COC1C(=O)N(CC2CC2)C12CCN(C(=O)C(C)C)CC2 (configuration not stated)	25%
CCN1CCN(c2oc(-c3ccc(COc4ccccc4C)o3)nc2C#N)CC1	-14%
Cc1c(CC(=O)NC2CCOCC2)c2c(n1CCc1ccccc1)CCCC2=O	10µM*
CCc1ccc2nc(N(Cc3cccnc3)C(=O)c3cccs3)sc2c1	3.2µM*

4 entries from above, set out differently.
CCOC(=O)c1cccc(NS(=O)(=O)c2cn(C)c(C)n2)c1
- Pf Dd2 growth: 27%
O=C(O)CCSc1nnc(-c2ccc(Cl)cc2Cl)o1
- Pf Dd2 growth: 37%[activator]
CCOCC(=O)N1CCC(Cc2ccc(C(=O)N(C)C)cc2)CC1
- Pf Dd2 growth: -15%
Cc1nc(N)c(S(=O)(=O)c2ccccc2)c(Nc2ccc(Br)cc2)n1
- Pf Dd2 growth: 18%

Next section
smiles	Pf Dd2 growth
CCOc1ccc(-c2nnc(CCC(=O)NCCc3ccccc3)c(=O)[nH]2)cc1	-18%
Cc1ccc(CNC(=O)CCCn2c(=O)c3ccccc3n(CC(=O)C(C)(C)C)c2=O)cc1	-13%
COCCNC(=O)[C@H]1C[C@H](Oc2cccnc2)CN1C(=O)Nc1ccc2c(c1)OCCO2	-4%
CCN(CC)S(=O)(=O)c1ccc2c(c1)N(CC(=O)N1CCN(c3cccc(C(F)(F)F)c3)CC1)C(=O)CO2	32%[activator][0.594 µM]
Cc1ccc(C)n1-c1nnc(N2CCCC(C(=O)NCc3cccc(F)c3)C2)s1 (configuration not stated)	i
CS(=O)(=O)N1Cc2ccccc2CC2(CCCN(CC3CCNC3)C2)C1 (configuration not stated)	?
COCCNC(=O)[C@@H]1C[C@H](Oc2cccnc2)CN1C(=O)c1ccc(OC)cc1	5%
O=C(c1ccccc1F)N1c2nc(-c3ccco3)nn2C2(CCCCC2)[C@@H]2CCCC[C@@H]21	?
COc1cccc(C(=O)N(CC(C)C)CC2CN(C(=O)Nc3ccccc3)CCO2)c1 (configuration not stated)	i
Cn1c(=O)c2c(SCC(=O)N3CCc4ccccc43)nc(-c3ccc(Cl)cc3)nc2n(C)c1=O	-25%

Among those listed so far, 4 contain a thiophene ring, fused or not:
smiles	Pf Dd2 growth
O=C1CCCN1CCCN1C(=O)[C@@H]2C[C@@H](O)CN2C2(CN(Cc3cccs3)C2)C1=O	-13%[44.1 µM]
Cc1ccc(-n2nc(CO)c(C(=O)NCc3cccs3)n2)cc1	0%
Cc1ccc(NC(=O)Cn2c(=O)n(Cc3ccccc3)c(=O)c3c(C)c(C)sc32)c(C)c1	?
CCc1ccc2nc(N(Cc3cccnc3)C(=O)c3cccs3)sc2c1	3.2µM*

New compounds follow:
smiles	Pf Dd2 growth
Cc1nn(C(=O)CCC(=O)N2CCC(Cc3nncn3CC3CC3)CC2)c2ccccc12	?
O=C(NCc1nnc2c(-c3nc(C4CC4)no3)cccn12)c1nccc2ccccc12	-28%
CCOc1ccc(C(=O)N2CCC3(CC2)N(C)C(=O)CS3(=O)=O)cc1	19%
Cc1ccc(-c2noc([C@@H]3Cc4nc[nH]c4CN3C(=O)c3ccccc3)n2)cc1	?
COC(=O)c1c(-c2cccs2)csc1NC(=O)c1cc(OC)c(OC)c(OC)c1	?
CNC(=O)[C@H]1C[C@H](Oc2ccccc2)CN1Cc1cccn1C	9%
CNC(=O)[C@@H]1C[C@H](Oc2cccnc2)CN1C(=O)CC(C)C	-5%
Cc1[nH]nc(CCC(=O)N[C@H]2CN(CCC(=O)O)C[C@@H]2C(C)C)c1C	-3%
O=C(NC[C@H]1C[C@@H]2CCN1C[C@@H]2CN1C[C@@H]2C[C@H](C1)c1cccc(=O)n1C2)c1ccc2c(c1)OCO2	34%[activator]
O=C(N1CCC(Cc2nc(C3CC3)n[nH]2)CC1)C1(c2ccccc2)CC1	i

Later entries
molecule | Pf Dd2 growth
O=C(C1CCC1)N1CCN(C(=O)N2CC3CC(C2)[C@H]2CCCC(=O)N2C3)CC1 (some centres not stated) | 11%
O=C1CCN(S(=O)(=O)c2ccccc2)CCCN(Cc2ccc(C(F)(F)F)cc2)CCN1 | ?
CCOc1ccc(/C=C(\C#N)c2nc3ccccc3c(=O)[nH]2)cc1OC | ?
CN1C(=O)c2ccccc2Sc2ccc(NC(=O)NCc3ccccc3Br)cc21 | 10%
CCOC(=O)c1cc(-c2ccccc2)n(CC(=O)NCc2ccc(C)cc2)c1C | -12%
O=C(Cc1cccc(C(F)(F)F)c1)N1CCN(c2nnc3ccc(Cl)cn23)CC1 | i
C[C@@H]1CN(c2cc(C3CC3)ncn2)C[C@@]1(O)C1CCC1 | -5%
CCC(c1cccs1)N1C(=O)[C@H]2CN(S(=O)(=O)Cc3ccccc3)C[C@H]2C1=O (some centres not stated) | -5%
COc1ccccc1-c1cc2c(ccn2C)c(C(=O)NCc2cnccn2)n1 | i
CNc1nc2c(c(C(=O)N3CCCC3)n1)CN(CC1(O)CCNC1)CC2 (configuration not stated) | -11%
CCc1cccc2c(C(CC(=O)NCCc3ccc(OC)c(OC)c3)c3cccc(F)c3)c[nH]c12 (configuration not stated) | ?
COCCNC(=O)[C@H]1CN2CC[C@H]1C[C@@H]2Cn1cc(CN(C)C)nn1 | 36%[activator][44.1 µM]
O=C1NCc2ccccc2CC12CCCN2Cc1ccc(OC(F)(F)F)cc1 (configuration not stated) | ?
CCN(C(=O)CCn1cnc2onc(-c3ccc(F)cc3)c2c1=O)c1ccc(OC)cc1 | -28%
O=C(C1CCCC1)N1CCC(CCOc2ccccc2F)C1 (configuration not stated) | i
COCCNC(=O)[C@@H]1C[C@H](Oc2cccnc2)CN1C(=O)c1ccc(C)s1 | 14%
CN1C(=O)C(CC(=O)N2CCC(C#N)CC2)(Cc2ccccc2)c2ccccc21 (configuration not stated) | 11%
O=C(NC1CCCCC1)N1CCC(c2nnc3n2CCNC3)CC1 | 7%
COc1ccc(S(=O)(=O)N2CCC(C(=O)Nc3ccc(Oc4ccccc4)cc3)CC2)cc1OC | -16%
CC(C)C(=O)N1CCOC[C@H](Oc2ccc(C(F)(F)F)cn2)C1 | -14%[44.1 µM]
Cc1ccc(NC(=O)Cn2c(C)cc3nc4n(c(=O)c32)CCCC4)c(Cl)c1 | i
Cc1cccc(-c2nc(SCC(=O)Nc3cccc(C(F)(F)F)c3)n3[nH]c(=O)cc3n2)c1 | 41%[activator]
CCC(C(=O)Nc1ccc2ncnc(N3CCCC3)c2c1)c1ccccc1 (configuration not stated) | ?
Cc1cc(-c2ccccc2)n2nc(-c3cccc(Br)c3)cc2n1 | 13%
CN1CCN(Cc2nc(C3(O)CCN(C4CCCC4)CC3)cs2)CC1 | 4%[44.1 µM]
Cc1nonc1OCCn1cc(-c2ccc(CO)o2)nn1 | 2%
Cc1c(C(C)NC(=O)C(=O)c2ccco2)cnn1-c1cccc2ccccc12 (configuration not stated) | 23%
Oc1cccc(-c2cc(C3=CCOCC3)c3cncn3c2)c1 | ?
Cc1nn2c(c1-c1ccccc1Oc1ccccc1)N(C(=O)Cc1cccc(F)c1)CCC2 | ?
COCCn1nc2n(c1=O)CCN(C(=O)COc1ccc(Cl)cc1C)CC2 | ?
O=C(Nc1cc(C(F)(F)F)ccc1Cl)c1cc(-c2ccc3c(c2)OCCO3)on1 | 34%[activator]
O=C(O)C1Cn2cccc2C(=O)N1Cc1cccnc1 (configuration not stated) | 23%
COC(=O)c1ccc(C2c3c(oc4cc(C)c(C)cc4c3=O)C(=O)N2c2ccccn2)cc1 (configuration not stated) | -6%
CCOc1ccc(CCNC(=O)CN2C(=O)COc3ccc(S(=O)(=O)N4CCCCCC4)cc32)cc1 | -12%
COCCOC1CCOC2(CCN(C(=O)CCc3nc4ccccc4s3)CC2)C1 (configuration not stated) | ?
COc1ccccc1C(=O)N1CCC(N2CCOC2=O)CC1 | 4%
CCCCn1c(CNC(=O)c2ccc(OC)cc2)nnc1SCC(=O)Nc1ccccc1 | -27%
CCCC(=O)N1Cc2ccccc2CC2(CCCCN2CC2CCOCC2)C1 (configuration not stated) | 8.9µM*
CCC(C)NC(=O)N1CC(Oc2cccc(-c3nc(C)no3)c2)C1 (configuration not stated) | 37%[activator][5.79 µM]
CN1Cc2ccc(NCc3ccccc3)nc2C(C)(C(=O)Nc2ccccc2)C1 (configuration not stated) | -29%[44.1 µM]
COc1cc(C2NC(=O)N(C)C3=C2C(=O)N(c2ccccc2)C3)ccc1O (configuration not stated) | 8%
O=C(Nc1ccc([C@@H](O)[C@H]2COCC(=O)N2CCCc2ccccc2)cc1)c1ccco1 | ?
Cc1cccc(OCC(=O)N[C@@H]2CN(c3ncccn3)C[C@H]2CN(C)C)c1 | ?
Fc1ccccc1Nc1ncnc2c1nc1n2CCCCC1 | 5%
